# Screening results (PubChem BioAssay)
# MEP2 TOR yeast = modulators of TOR pathway MEP2-GFP in S. cerevisiae. hit rate 0.51% among 330,000. S. cerevisiae MEP2-GFP strain, flow cytometry GFP, 3 h; 100% = DMSO control level. GFP response vs DMSO, % at 10 µM. AID 2016;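 active = GFP response versus DMSO above a set limit, roughly screen mean plus 3 SD, cut at about 180% in these data; inconclusive = fewer than 70 cells counted for a yeast strain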;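 also: median GFP fluorescence of the barcode-gated MEP2-GFP cells per well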
# CIT2-GFP yeast = yeast TOR pathway CIT2-GFP modulation | S. cerevisiae CIT2-GFP strain, flow cytometry, 3 h; 100 means same as DMSO wells | GFP response vs DMSO, % at 10 µM | hit rate 0.065% among 320,000 | AID 2029;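 active = GFP response relative to DMSO above a set limit, near the screen mean plus 3 SD, cut at about 150% in these data; inconclusive = Fewer than 70 cells measured for a yeast strain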;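 also: ratio of well median GFP fluorescence to mean of DMSO wells on the plate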
# VLA-4 inh = inhibition in a human VLA-4 binding assay; P13612; VLA-4 expressing cells, ligand binding flow cytometry; inhibition, % (about 7 µM as worked out from the volumes in the protocol); hit rate 0.2% among 330,000; AID 2557; in the data active = inhibition above about 50%
# Yeast superoxide = yeast age-related superoxide inhibition as caloric restriction mimetic; hit rate 0.18% among 330,000; superoxide response (% of plate mean), % at 10 µM; S. cerevisiae aged cells, superoxide DHE fluorescence; stronger effect = lower value; AID 2690;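 active = superoxide response under a set limit, about three screen SD below normal, cut at about 65% in these data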;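 also: yeast aged for seven days with compound at 30 °C before DHE staining; 100% = average MFI of all compound-treated wells on the plate with controls excluded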
# AGP1 TOR yeast = yeast TOR pathway AGP1-GFP modulation; S. cerevisiae AGP1-GFP multiplex flow cytometry, 3 h; GFP as percent of DMSO wells; hit rate 0.02% among 320,000; GFP response vs DMSO, % at 10 µM;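 active = GFP response relative to DMSO above a set limit, near screen average plus 3 SD, cut at about 150% in these data; inconclusive = fewer than 70 cells counted for the yeast strain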;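 also: median GFP channel fluorescence of the gated AGP1 strain per well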
# GRK2 inh = human GRK2 inhibition via aptamer displacement | bead flow cytometry, FAM-aptamer displacement from GRK2 | hit rate 0.59% among 330,000 | P25098 | inhibition of aptamer binding, % at 10 µM;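 active = inhibition of aptamer binding above 40%, roughly 3 SD of noise, on plates passing a quality check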;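 also: median bead fluorescence of bound FAM aptamer so fluorescent compounds give negative values; no value below 0 was filed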
# Target sequence (P25098 whole entry, looked up): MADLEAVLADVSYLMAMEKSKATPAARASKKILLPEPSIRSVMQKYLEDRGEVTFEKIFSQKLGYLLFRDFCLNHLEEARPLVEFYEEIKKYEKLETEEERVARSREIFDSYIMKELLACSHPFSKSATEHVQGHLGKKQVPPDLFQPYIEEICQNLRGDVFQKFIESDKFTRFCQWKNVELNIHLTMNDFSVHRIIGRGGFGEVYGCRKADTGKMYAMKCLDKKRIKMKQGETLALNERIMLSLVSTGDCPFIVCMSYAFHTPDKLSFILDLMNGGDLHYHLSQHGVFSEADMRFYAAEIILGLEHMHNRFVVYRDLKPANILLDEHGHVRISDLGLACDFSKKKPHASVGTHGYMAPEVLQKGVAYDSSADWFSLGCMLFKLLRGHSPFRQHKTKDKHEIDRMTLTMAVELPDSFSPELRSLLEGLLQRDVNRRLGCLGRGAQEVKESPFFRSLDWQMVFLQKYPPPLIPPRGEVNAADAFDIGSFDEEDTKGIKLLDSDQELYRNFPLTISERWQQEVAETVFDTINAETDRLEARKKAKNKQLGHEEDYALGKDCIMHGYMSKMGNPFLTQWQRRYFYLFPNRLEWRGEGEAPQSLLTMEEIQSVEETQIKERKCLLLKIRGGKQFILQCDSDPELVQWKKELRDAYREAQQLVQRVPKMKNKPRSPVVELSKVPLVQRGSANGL
# LAP4-GFP MLPCN = yeast TOR pathway LAP4-GFP modulation; S. cerevisiae LAP4-GFP multiplex, flow cytometry GFP, 3 h; median GFP as percent of DMSO wells; hit rate 0.34% among 320,000; AID 2023; GFP response vs DMSO, % at 10 µM;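 active = GFP response vs DMSO above a set limit, about the screen mean plus 3 SD, cut at about 150% in these data; inconclusive = under 70 cell events counted for the yeast strain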
# RPL19A TOR yeast = yeast TOR pathway RPL19A-GFP modulation; percent response vs DMSO, % at 10 µM; S. cerevisiae RPL19A-GFP strain, flow cytometry, 3 h; stronger effect = lower value; hit rate 0.3% among 330,000;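 active = percent response vs DMSO below 50%; inconclusive = fewer than 70 events counted for the yeast strain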;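 also: median channel GFP fluorescence of the barcoded RPL19A-GFP strain; ratio of sample median GFP to plate DMSO average so 100% = DMSO; lower means less RPL19A-GFP as with rapamycin TOR inhibition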
# Numbers without * were called inactive; ? = inconclusive; . = not tested or not shown; [ ] = dose if it differs, or a comment. The order is random. About 1.7% of those tested had a hit in this group.
SMILES,MEP2 TOR yeast,CIT2-GFP yeast,VLA-4 inh,Yeast superoxide,AGP1 TOR yeast,GRK2 inh,LAP4-GFP MLPCN,RPL19A TOR yeast
O=S(=O)(c1ccccc1)N1N=C(c2ccc(O)cc2)CC1c1ccco1 (stereo unspecified),95[may fluoresce violet],?,-31,107,104[may fluoresce violet],0,?,99[may fluoresce violet]
O=C(CC1SC(N2CCCCC2)=NC1=O)Nc1ccc(C(=O)NCCc2ccc(F)cc2)cc1 (stereo unspecified),102,96,0,75,108,0,106,97
O=c1ccc(-c2ccc(S(=O)(=O)NCC3CCN(Cc4ccccc4F)CC3)s2)n[nH]1,104,104,5,94,102,0,98,101
Cc1cccc(C)c1Nc1nnc(SCc2cn3cccc(C)c3n2)s1,97,99,-1,107,96,0,91,103
COc1ccc(S(=O)(=O)NC2CC(C)(C)NC(C)(C)C2)c2ccccc12,97,88,5,80,90,0,68,104
O=C(N/N=C/c1ccncc1)c1ccccc1,97,96,0,103,91,1,89,90
CC(Cl)C(=O)Nc1cc(C(F)(F)F)ccc1N1CCOCC1 (stereo unspecified),109,101,15,99,101,2,106,100
COc1ccc(/C=C2\N=C(C)N(c3ccc4ccccc4c3)C2=O)cc1OC,98,100,-27,108,98,5,95,103
COc1cccc(NC(=O)/C=C/c2ccccc2[N+](=O)[O-])c1,104,102,.,99,97,3,97,101
COc1ccc(S(=O)(=O)N2CCC(C(=O)NC3CCCCC3C)CC2)cc1 (stereo unspecified),163,93,-7,98,16,1,87,75
COc1ccccc1COC(=O)c1ccc(S(=O)(=O)N2CCOCC2)cc1,105,96,6,86,105,0,101,100
Cc1ccc(CNC(=O)c2ccc(C)s2)cc1,103,97,35,76,108,0,112,103
CN1C(=O)c2cccc3c(Cl)ccc(c23)C1=O,86,86,9,86,82,2,79,84
CC1=C(C(=O)OCC2CCCO2)C(c2coc3ccc(C)cc3c2=O)C2=C(CCCC2=O)N1 (stereo unspecified),109,101,34,119,99,3,102,102
Cc1ccc(NC(=O)CSc2sc3c(O)cc(=O)[nH]c3c2C#N)cc1C,102,108,-2,74,103,0,101,104
NC(=O)C1=C[C@@H](c2ccc(Br)cc2)C[C@@H](OCCCCO)O1,93,115,-2,108,90,3,136,99
CCN(CC)S(=O)(=O)c1ccc(NC(=O)CSc2ncnc3ccccc23)cc1,109,101,4,111,100,2,101,102
COc1ccc(C)cc1S(=O)(=O)NNc1nc(C)cc(C)n1,108,112,0,81,105,0,105,103
O=C(CCC(=O)Nc1ccccc1Cl)NNS(=O)(=O)c1ccc(Cl)cc1,102,95,-2,85,98,0,67,111
Cc1noc(C)c1C(=O)N1CCCC(N2CCN(c3cccc(C(F)(F)F)c3)CC2)C1 (stereo unspecified),96,98,22,89,98,5,92,101
CC(C)NC(=O)c1onc(CSc2ccc(C(C)C)cc2)c1C(=O)O,93,114,22,82,96,1,136,100
O=C(NCCNC(=O)c1cc(Cl)ccc1Cl)c1ccco1,99,104,-3,84,103,1,92,100
O=C(c1ccc(Cl)c(S(=O)(=O)N2CCOCC2)c1)N1CCN(c2ccccn2)CC1,98,95,-10,101,99,3,100,98
CN(C)c1ccc(/C=N/Nc2nncc3ccccc23)cc1,104,102,2,100,98,0,98,104
CCNc1nc(NCC)nc(OCCNS(=O)(=O)c2ccccc2)n1,98,97,-4,92,93,1,90,94
CN1CCN(S(=O)(=O)c2cccc(C(=O)Nc3ccccc3N3CCOCC3)c2)CC1,101,97,13,90,108,0,106,102
CC(C)OCCCNC(=O)C1CCC(CNS(=O)(=O)c2ccccc2)CC1 (stereo unspecified),144,104,7,100,99,0,107,104
COC(=O)c1c(NC(=O)c2c(Cl)cnn2C)sc(C)c1C,106,101,41,86,86,7,105,98
O=C(NCc1ccccc1)C1CCCN1S(=O)(=O)c1ccc(Cl)cc1 (stereo unspecified),105,100,9,117,100,4,93,103
Cc1cc(NC(=O)CSc2nc3c(C)ccc(C)c3cc2C#N)no1,112,101,7,104,107,0,96,108
CCOc1cc(C(=O)N2CCN(c3ccccn3)CC2)cc(OCC)c1OCC,108,107,10,92,104,0,84,109
Cc1ccc(NS(=O)(=O)c2ccc3c(c2)CCN3C(=O)CCC(=O)O)cc1Cl,97,100,-5,93,102,37,99,101
CCc1nc(N=Nc2c(O)[nH]c3ccccc23)c2c3c(sc2n1)CCC3,104,104,-9,129,102,0,94,103
CCC(C)NC(=O)c1cn(-c2cccc(OC)c2)c(=O)c2ccccc12 (stereo unspecified),98,100,8,129,97,0,93,100
O=C(NC(Cc1ccccc1)C(=O)O)/C(=C\c1ccc([N+](=O)[O-])cc1)NC(=O)c1ccco1 (stereo unspecified),97,106,6,97,104,1,82,110
O=C(O)Cc1c(-c2ccccc2Cl)c2cc(Br)ccc2[nH]c1=O,106,101,-1,109,105,0,104,99
COc1ccc(C(CC(=O)O)NC(=O)Cc2ccccc2)cc1 (stereo unspecified),103,113,-14,90,110,0,104,105
N#Cc1cnn(Cc2ccccc2)c1/N=C/N1CCOCC1,108,101,13,106,106,2,102,103
CCC(C)c1ccc(NC(=O)c2[nH]c(C)c(C(C)=O)c2C)cc1 (stereo unspecified),107,101,17,93,101,8,104,101
CCCCCCOc1ccc(N2C(=O)CC(N3CCN(CCN=CC4C(=O)CC(C)(C)CC4=O)CC3)C2=O)cc1 (stereo unspecified),94,91,3,77,.,6,98,91
COc1ccc(S(=O)(=O)N2CCc3ccccc32)cc1C(=O)N1CCN(C=O)CC1,93,88,0,81,94,0,97,95
CCn1c(C)nc2cc(C(=O)NN=C(C)c3ccc(C#N)cc3)ccc21,106,106,4,77,106,9,96,103
Cc1cc(=O)[nH]c2c1c(-c1ccccc1)nn2C,105,101,4,113,105,1,113,101
Cc1c(N2C(=O)CS/C2=N\N=C\c2ccc(Br)cc2)c(=O)n(-c2ccccc2)n1C,92,76,8,95,84,2,84,86
C[C@@H]1CN([C@@H](C)CO)C(=O)c2cccc(NC(=O)Nc3ccc(F)cc3)c2O[C@@H]1CN(C)Cc1ccc(Oc2ccccc2)cc1,88,88,-2,120,95,0,103,96
Cc1cccc(OCC(=O)Nc2ccc3c(c2)nc2n3CCOC2)c1,98,105,3,94,109,2,96,107
CCN(Cc1ccccc1)Cc1c(C)[nH]c2c(C)c(C)ccc2c1=O,100,99,-3,101,106,0,104,102
COc1ccc(C2=NS(=O)(=O)N(C)C(C(=O)Nc3ccc(C(C)=O)cc3)=C2)cc1OC,110,111,4,119,109,3,100,110
Cc1ccc(C(=O)NCC(=O)NCC(=O)OCC(=O)c2ccc(Br)cc2)cc1,94[may fluoresce violet],?,-4,83,17[may fluoresce violet],0,92[may fluoresce violet],90[may fluoresce violet]
O=C(NCCO)c1ccc2c3n(nc2c1)-c1ccc(Cl)cc1CO3,90,109,0,102,92,3,113,97
C/C(N)=C(/C#N)C(=O)CSc1nnc(Nc2cccc(C)c2C)s1,103,95,7,128,98,2,102,97
C/C(=N\NC(=O)c1cccc(S(=O)(=O)Nc2ccccc2Cl)c1)c1ccc(-n2ccnc2)cc1,100,99,-1,105,98,0,97,99
COC(=O)c1ccc(CSc2nccn2C)cc1,98,.,19,108,102,0,92,98
C=CCn1c(SCC(=O)N2CC(=O)Nc3ccccc32)nc2scc(-c3ccccc3)c2c1=O,100,102,-7,99,109,0,106,102
O=C(NCc1ccc(F)cc1)C(c1cccs1)N(C(=O)c1csnn1)C1CC1 (stereo unspecified),112,101,4,101,104,0,102,98
O=C(c1cncc(Br)c1)N1CCN(S(=O)(=O)c2ccc(Cl)cc2)CC1,98,97,-4,98,94,0,94,96
COc1ccc(OC)c(NC(=O)CCN2CCN(c3ccccc3OC)CC2)c1,110,111,13,97,110,0,98,104
CCCCNC(=O)C1=C(N)C(C(=O)Nc2ccc(C)c(S(=O)(=O)N3CCCCC3)c2)SC1=Nc1ccc(C)cc1C (stereo unspecified),101,107,-4,87,105,0,100,102
CC(C)Cn1c(-c2cc([N+](=O)[O-])ccc2Cl)nc2c1c(=O)[nH]c(=O)n2Cc1ccccc1,104,98,12,118,106,0,107,102
Cc1c(-c2ccccc2)nnn1-c1ccc(F)cc1F,96,94,-4,102,89,0,94,101

# Carrying on:
SMILES,MEP2 TOR yeast,CIT2-GFP yeast,VLA-4 inh,Yeast superoxide,AGP1 TOR yeast,GRK2 inh,LAP4-GFP MLPCN,RPL19A TOR yeast
CC(=O)Nc1ccc(NC(=O)C(C)OC(=O)CSc2ccc(Br)cc2C)cc1 (stereo unspecified),103[may fluoresce green],104[may fluoresce green],6,106,106[may fluoresce green],1,98[may fluoresce green],102[may fluoresce green]
O=C(Cn1cc(C(=O)c2cccs2)c2ccccc21)NCc1ccc2c(c1)OCO2,101,98,2,100,104,69*,101,102
Cc1ccc(NS(=O)(=O)c2cc(NC(=O)C(C)Oc3ccccc3)ccc2C)c(C)c1 (stereo unspecified),101,108,3,89,97,0,103,102
Nc1ccc(S(=O)(=O)NCC(=O)OCCOc2ccccc2)cc1[N+](=O)[O-],92,102,2,85,105,1,101,100
CC1CCCC(NC(=O)COC(=O)c2ccc3c(c2)OCCO3)C1C (stereo unspecified),97,103,20,107,100,4,100,99
CC(C)N1CC(C(=O)Nc2ccc(C#N)cc2)CC1=O (stereo unspecified),101,93,10,106,86,0,82,93
COc1cc(OC)c(NC(=O)N2CCOCC2)cc1Cl,107,99,7,80,102,2,90,97
Cn1c(=O)c2c(ncn2CC(=O)OCc2ccccc2)n(C)c1=O,95,97,2,98,98,0,91,99
CC(=O)Nc1ccc(NC(=S)NC(=O)c2ccc([N+](=O)[O-])cc2)cc1,103,104,-5,98,106,1,101,110
CCC(=O)Nc1ccc(N2CCN(S(C)(=O)=O)CC2)cc1,100,105,-6,105,100,0,93,98
O=C(c1cccc(F)c1)N1CCN(C2CCCCC2)CC1,97,94,5,92,105,4,97,101
COc1ccc(-c2cc3cccc(OC)c3oc2=O)cc1,111,106,2,101,97,1,108,106
Cc1ccc(S(=O)(=O)N2CCOCC2)cc1C(=O)N1CCOCC1,99,91,-4,103,96,3,98,95
CCC1(CC)NC(=O)N(CC(=O)N2CCN(S(=O)(=O)c3cccc(F)c3)CC2)C1=O,103,109,17,95,89,0,79,103
O=C(CN(Cc1ccccc1Cl)C(=O)CNS(=O)(=O)c1ccccc1)NCC1CCCO1 (stereo unspecified),102,97,7,104,91,1,92,96
Cc1nc(Oc2ccccc2)c2ccccc2n1,100,97,14,102,98,0,94,100
CN(C)c1ccc(/C=C(\C#N)C(=O)c2ccccc2)cc1,107,105,-4,68,95,0,95,103
Cc1ccc(NC(=O)C(C)c2ccc([N+](=O)[O-])cc2)cc1Cl (stereo unspecified),99,104,0,103,101,0,94,104
COc1ccc(OC)c2[nH]c(=O)c(CCNC(=O)c3cccs3)cc12,113,110,15,108,110,7,104,111
COc1cccc(/C=N/N2C(=O)CSC2=S)c1O,105,99,-4,106,94,1,110,97
Fc1ccc(-c2csc3ncnc(Cl)c23)cc1,106,102,-1,107,96,0,98,107
CC1CN(c2ccccc2)C(=O)CS1 (stereo unspecified),94,94,10,87,100,0,95,96
COc1cccc(-c2nc(NC(C)(C)C)c3ccccc3n2)c1O,91,83,8,80,85,6,.,88
Cc1cccc(C(=O)OCC(=O)c2c(N)n(CC(C)C)c(=O)n(C)c2=O)c1O,107,95,0,85,99,0,101,101
